RUNX1 CBFb-SMMHC – Runt domain/CBFb-SMMHC interaction disruptors – biochemical, TR-FRET (AID 1438). TR-FRET Runt domain–CBFb-SMMHC binding, biochemical; higher % means a stronger effect. inhibition, % at 20 µM, or IC50 in µM where a hit was titrated. 2% of 2,200 active; in the data active means inhibition from about 52%, or a potency from the dose series; inactive means the rest, 99 in 100 with inhibition below about 48%
* = called active by the depositor. Only part of the results is shown, so the mix of outcomes need not match the whole.

SMILES	RUNX1 CBFb-SMMHC
CC1C2=C(CC(C)(C)CC2=O)NC2=C1C(=O)CC(C)(C)C2	-1%
Nc1c(C(=O)NCCc2ccccc2)c2nc3ccccc3nc2n1CCN1CCOCC1	26%
CCOCCCNC(=S)NCCCNc1nc2cc3c(cc2cc1C#N)OCO3	41%
Fc1ccc(CSc2nc3ncccc3[nH]2)cc1	-10%
Cc1cccc2cc(C#N)c(NCCNC(=S)NCCCN3CCOCC3)nc12	43%
CC1(C)CC(=O)C2=C(C1)Nc1ccccc1NC2	-10%
CCc1cc2c(CN3CCN(CCO)CC3)cc(=O)oc2cc1O	22%
Cc1ccc(-c2nc(-c3nccc4ccccc34)oc2-c2ccccc2)cc1	-2%
CCCc1cc(-n2ccnc2)n2c(nc3ccccc32)c1C#N	28%
Cc1ccc2c(c1)sc[n+]2Cc1ccccc1	38%
Cc1ccc2c(n1)sc1c(-c3ccc(Br)cc3)c(C#N)c(N)nc12	-2%
N#Cc1c(Cl)nc(Cl)c2c1CCN(Cc1ccccc1)C2	46%
CCCCCCc1cc2cc(C(=O)Nc3ccc(OC)cc3)c(=O)oc2cc1O	-2%
CCCCc1cc(=O)oc2cc(O)cc(O)c12	-9%
Cc1cc(C)c2nc(N3CCCC3)c(C#N)cc2c1	44%
O=C(NNC(=O)c1cc(O)c(O)c(O)c1)NC1CCCCC1	27%
c1ccc(C2CC(c3cccs3)=NN2c2ccccc2)cc1 (stereo not drawn)	4%
CC(=O)c1c(N2CCN(Cc3ccccc3)CC2)nc(=S)n(-c2ccccc2)c1C	-18%
CCN(CC)c1ccc(/C=C(\C#N)C(=O)NCc2ccco2)cc1	-28%
CC[C@H](C)/C=C(C)/C=C/C1=CC2=CC(=O)[C@]3(C)OC(=O)[C@@H](C(C)=O)[C@@H]3C2=CO1	-9%
Nc1c(C(=O)NCc2ccco2)c2nc3ccccc3nc2n1CCN1CCOCC1	-140%
O=c1c2nnn(Cc3ccc(Cl)cc3)c2ncn1Cc1ccc(F)cc1	8%
Cc1ccc(C)c(OCCn2cc(/C=C(\C#N)C(=O)NCc3ccco3)c3ccccc32)c1	17%
CCCCCCc1cc2cc(C(=O)NCc3ccccc3)c(=N)oc2cc1O	-13%
Cc1cccc(Nc2n[nH]c(=S)s2)c1C	25%
Cn1c(O)c(/C=N/NC(=O)c2ccncc2)c(=O)[nH]c1=S	-8%
CC(=O)Nc1sc2c(c1-c1nc3ccccc3s1)CCN(C(C)C)C2	22%
CCOC(=O)CCc1c(C)c(C#N)c2nc3ccccc3n2c1-n1ccnc1	-4%
N#C/C(=C/c1ccc(F)cc1)c1nnc(NC(=O)c2ccccc2)s1	-4%
Cc1cccc(N2C(=O)CS/C2=N\NC(=O)c2ccc(Cl)cc2)c1C	-1%
COc1ccc(/C=C/C(O)=C2/C(=O)N(C)C3(C)CC2c2ccccc2O3)cc1 (stereo not drawn)	-8%
CCCCNC(=O)c1c(N)n(CCCOC)c2nc3ccccc3nc12	20%
C=CCN(CC=C)c1nc2ccccc2nc1C(C#N)C(=O)OC(C)C (stereo not drawn)	37%
NC(=O)c1c(NC(=O)C2COc3ccccc3O2)sc2c1CCN(Cc1ccccc1)C2 (stereo not drawn)	1%
CCN(CC)c1ccc(/C=N/NC(=O)c2ccco2)c(O)c1	-10%
O=C(N/N=C/c1c(O)n(C2CC2)c(=S)[nH]c1=O)c1ccccc1O	3%
N#Cc1c2c(c(NCCOCCO)n3c1nc1ccccc13)CCCC2	3%
COc1ccccc1[C@@H]1C(c2cccc(C)c2)=NN(c2ccccc2)[C@H]1C(=O)N1CCOC1=O	37%
COP(=O)(CC(=O)c1ccccc1)CC(=O)c1ccccc1	-8%
CCOC(=O)c1cc2c(=O)n3ccccc3nc2n(CCOC)c1=NC(=O)c1c(-c2c(F)cccc2Cl)noc1C	-4%
COc1ccc(-c2cc(C(F)(F)F)c(C#N)c(=O)[nH]2)cc1	-8%
CCOC(=O)c1cc2c(=O)n3cccc(C)c3nc2n(CC(C)C)c1=NC(=O)c1ccco1	-5%
O=c1cc2[nH]c3ccccc3c(=O)n2nc1-c1ccccc1	35%
CCCCCCc1cc2cc(S(=O)(=O)c3ccc(F)c(Cl)c3)c(=O)oc2cc1O	21%
COc1ccccc1-n1c(-c2ccccc2)c[nH]c1=S	-13%
CN(C)c1ccc(/C=C(\C#N)c2ccccn2)cc1	-150%
c1ccc(N2N=C(c3cccs3)CC2c2ccco2)cc1 (stereo not drawn)	33%
CCOC(=O)c1c(NC(=O)CSc2nc(C)cc(C)c2C#N)sc(C(C)=O)c1C	-80%
CCC(=O)N(C)/C=C1\Sc2ccccc2C1=O	-6%
COCCN(C(=O)CN1CCc2ccccc2C1)c1c(N)n(Cc2ccccc2)c(=O)[nH]c1=O	24%
CCOC(=O)C1=C(CSc2nc3c(cc2C#N)CN(C)CC3)OC(N)=C(C#N)C1c1ccc(Cl)cc1 (stereo not drawn)	24%
CC(=O)c1c(N2CCOCC2)nc(=S)n(Cc2ccccc2)c1C	5%
CN1CCc2c(sc(N)c2C(N)=O)C1	9%
O=C(CSc1nc2ccccc2s1)Nc1cc(C(=O)O)cc(C(=O)O)c1	-3%
Cn1c(NNC(=O)c2cccc3ccccc23)cc(=O)n(C)c1=O	-9%
CCc1cc2c(=O)nc3n(c2s1)Cc1ccccc1/C3=C(/O)c1ccc(F)cc1	39%
CC(Oc1ccc(Cl)cc1Cl)C(=O)NCCCn1ccnc1 (stereo not drawn)	-3%
COCCNC(=O)Nc1ccc2nc(-c3cccs3)c(-c3cccs3)nc2c1	13%
N#CC1=C(N)Oc2cc(N)ccc2C1c1ccc(F)cc1 (stereo not drawn)	-1%
CCOC(=O)C1=C(C)N=C2SC=C(C)N2C1c1ccc(OC)cc1 (stereo not drawn)	2%

Part of the list above, bar-delimited.
structure | RUNX1 CBFb-SMMHC
CCOC(=O)c1cc2c(=O)n3ccccc3nc2n(CCOC)c1=NC(=O)c1c(-c2c(F)cccc2Cl)noc1C | -4%
COc1ccc(-c2cc(C(F)(F)F)c(C#N)c(=O)[nH]2)cc1 | -8%
CCOC(=O)c1cc2c(=O)n3cccc(C)c3nc2n(CC(C)C)c1=NC(=O)c1ccco1 | -5%
O=c1cc2[nH]c3ccccc3c(=O)n2nc1-c1ccccc1 | 35%
CCCCCCc1cc2cc(S(=O)(=O)c3ccc(F)c(Cl)c3)c(=O)oc2cc1O | 21%
COc1ccccc1-n1c(-c2ccccc2)c[nH]c1=S | -13%
CN(C)c1ccc(/C=C(\C#N)c2ccccn2)cc1 | -150%
c1ccc(N2N=C(c3cccs3)CC2c2ccco2)cc1 (stereo not drawn) | 33%
CCOC(=O)c1c(NC(=O)CSc2nc(C)cc(C)c2C#N)sc(C(C)=O)c1C | -80%
CCC(=O)N(C)/C=C1\Sc2ccccc2C1=O | -6%
COCCN(C(=O)CN1CCc2ccccc2C1)c1c(N)n(Cc2ccccc2)c(=O)[nH]c1=O | 24%
CCOC(=O)C1=C(CSc2nc3c(cc2C#N)CN(C)CC3)OC(N)=C(C#N)C1c1ccc(Cl)cc1 (stereo not drawn) | 24%
CC(=O)c1c(N2CCOCC2)nc(=S)n(Cc2ccccc2)c1C | 5%
CN1CCc2c(sc(N)c2C(N)=O)C1 | 9%
O=C(CSc1nc2ccccc2s1)Nc1cc(C(=O)O)cc(C(=O)O)c1 | -3%
Cn1c(NNC(=O)c2cccc3ccccc23)cc(=O)n(C)c1=O | -9%
CCc1cc2c(=O)nc3n(c2s1)Cc1ccccc1/C3=C(/O)c1ccc(F)cc1 | 39%
CC(Oc1ccc(Cl)cc1Cl)C(=O)NCCCn1ccnc1 (stereo not drawn) | -3%
COCCNC(=O)Nc1ccc2nc(-c3cccs3)c(-c3cccs3)nc2c1 | 13%
N#CC1=C(N)Oc2cc(N)ccc2C1c1ccc(F)cc1 (stereo not drawn) | -1%
CCOC(=O)C1=C(C)N=C2SC=C(C)N2C1c1ccc(OC)cc1 (stereo not drawn) | 2%

(more compounds)
SMILES	RUNX1 CBFb-SMMHC
Cc1cc(C)c2nc3nc(C)c(C)cc3c(N)c2c1	-1%
N#Cc1c2c(c(NCCN3CCOCC3)n3c1nc1ccccc13)CCCC2	20%
COc1ccc(-n2c(N)c(C(=O)NCC3CCCO3)c3nc4ccccc4nc32)c(OC)c1 (stereo not drawn)	41%
CCCNC(=O)c1c(N)n(Cc2ccco2)c2nc3ccccc3nc12	43%
CCc1cc2c3c(c(=O)oc2cc1O)CCCC3	12%
C/C(=N/NC(N)=S)c1cc2ccc(O)cc2oc1=O	2%
COCCNC(=O)c1c(N)n(-c2cccc(C)c2)c2nc3ccccc3nc12	37%
Cc1cccn2c(=O)c3cc(C#N)c(=NC(=O)c4cccs4)n(CCCOC(C)C)c3nc12	-1%
CCC(C)(C)n1nnnc1C(c1cc2cc3c(cc2[nH]c1=O)OCO3)N1CCN(C)CC1 (stereo not drawn)	40%
COC(=O)c1c(N)n(Cc2ccc(OC)cc2)c2nc3ccccc3nc12	27%
COc1ccc(C2C(C#N)=C(N)N(Nc3ccccc3)C3=C2C(=O)CC(C)(C)C3)cc1C (stereo not drawn)	30%
CCOC(=O)COc1ccc2c(C#N)c3ccccn3c2c1	-4%
N#Cc1c(N)n(CCNC(=O)c2ccccc2)c2nc3ccccc3nc12	24%
CCC(=O)NC1=C(Cl)C(=O)C(NC(=O)CC)=C(Cl)C1=O	-7%
CN(C)c1nc(-c2ccccc2)cc(C(F)(F)F)c1C#N	23%
CCOC(=O)/C(C#N)=C/c1ccc(N2CCCCC2)cc1	-19%
Cc1cccn2c(=O)c3cc(C#N)c(=NC(=O)c4cccs4)n(CC(C)C)c3nc12	0%
COc1ccc(-c2cc(=O)oc3cc(OC(=O)C4CCCCC4)c(Cl)cc23)cc1	47%
Cc1c(C)c2cc(Cl)c(O)c(CN(C)C)c2oc1=O	8%
CN(C)CCCn1c(N)c(C#N)c2nc(C#N)c(C#N)nc21	36%
O=C(NCc1n[nH]c(=S)n1-c1ccc(Cl)c(Cl)c1)c1cccs1	-3%
COCCNC(=O)c1c(N)n(CCC2=CCCCC2)c2nc3ccccc3nc12	37%
COc1cccc(C(=O)Nc2sc3c(c2C#N)CCN(C(C)=O)C3)c1	-4%
Cc1c(C)c2cc(Cl)c(O)c(CN3CCCC(C)C3)c2oc1=O (stereo not drawn)	31%
O=c1oc2c3c4c(cc2c2c1CCC2)OCCN4CCC3	34%
CCCCCCCCc1nc(=S)[nH][nH]1	26%
COc1ccc(OCCn2cc(/C=C(\C#N)C(=O)NCc3ccco3)c3ccccc32)cc1	-11%
CCOc1cc(-c2nc3ccccc3s2)ccc1O	-8%
Cc1[nH]c2ccccc2c1CCCO	-14%
C=CCNC(=O)/C(C#N)=C/c1c(N2CC(C)OC(C)C2)nc2ccccn2c1=O (stereo not drawn)	9%

Two compounds drawn at random from the list so far:
SMILES	RUNX1 CBFb-SMMHC
Cc1cccn2c(=O)c3cc(C#N)c(=NC(=O)c4cccs4)n(CC(C)C)c3nc12	0%
CN(C)CCCn1c(N)c(C#N)c2nc(C#N)c(C#N)nc21	36%

(next part)
SMILES	RUNX1 CBFb-SMMHC
COc1cc2cc(C(=O)N3CCN(Cc4ccc5c(c4)OCO5)CC3)c(=O)oc2cc1OC	-7%
CCn1nc(NC(=O)C2CCCO2)c2cc3cccc(C)c3nc21 (stereo not drawn)	2%
COc1ccc(-n2c3nc4ccccc4nc3c3c(=N)oc(C)nc32)cc1	11%
Oc1ccc(Nc2nc(N3CCCC3)c3ccccc3n2)cc1	13%
CCCCNC(=O)c1cc2c(=O)n3cccc(C)c3nc2n(Cc2ccncc2)c1=N	27%
Cc1nn(-c2ccccc2)c2sc(C(=O)NNC(=O)COc3ccccc3)cc12	15%
N#Cc1c(=O)c2nc(NCc3ccccc3)ncc2n2ccccc12	28%
C=CCNC(=O)C(C#N)c1nc2ccccc2nc1N1CCCCCC1 (stereo not drawn)	42%
COC(=O)C1=CN(C(C)C)C=C(C(=O)OC)C1c1cc(Br)c(OC)c(OC)c1	38%
COc1ccc(C2C(C(=O)c3cccs3)=C(O)C(=O)N2c2nncs2)cc1 (stereo not drawn)	-30%
Fc1ccc(C[n+]2csc3ccccc32)cc1	16%
CCCCCCNC(=O)N[C@H](C(=O)NCCC[C@H]1CN2C(=NC[C@H]2C)N1CCC(c1ccccc1)c1ccccc1)C(C)O (stereo partly drawn)	6%
Cc1cc(C(=O)O)ccc1-c1ccc(/C=C2\NC(=O)N(Cc3ccccc3Cl)C2=O)o1	-18%
